# EPAC2 ag: agonists of human EPAC2 (RAPGEF4); Q8WZA2; 360,000 tested, 0.079% active; EPAC2 activation, biochemical qHTS; response scale: 100% = 6.5 mM cAMP response; Potency, µM (highest dose often 154 µM), inactives show at the highest dose activation, hits mostly activators; also: potency is read from the fitted curve at half-maximal effect; nearly all actives have a fitted effect of over 50% in size
# Target sequence (Q8WZA2 whole entry, looked up): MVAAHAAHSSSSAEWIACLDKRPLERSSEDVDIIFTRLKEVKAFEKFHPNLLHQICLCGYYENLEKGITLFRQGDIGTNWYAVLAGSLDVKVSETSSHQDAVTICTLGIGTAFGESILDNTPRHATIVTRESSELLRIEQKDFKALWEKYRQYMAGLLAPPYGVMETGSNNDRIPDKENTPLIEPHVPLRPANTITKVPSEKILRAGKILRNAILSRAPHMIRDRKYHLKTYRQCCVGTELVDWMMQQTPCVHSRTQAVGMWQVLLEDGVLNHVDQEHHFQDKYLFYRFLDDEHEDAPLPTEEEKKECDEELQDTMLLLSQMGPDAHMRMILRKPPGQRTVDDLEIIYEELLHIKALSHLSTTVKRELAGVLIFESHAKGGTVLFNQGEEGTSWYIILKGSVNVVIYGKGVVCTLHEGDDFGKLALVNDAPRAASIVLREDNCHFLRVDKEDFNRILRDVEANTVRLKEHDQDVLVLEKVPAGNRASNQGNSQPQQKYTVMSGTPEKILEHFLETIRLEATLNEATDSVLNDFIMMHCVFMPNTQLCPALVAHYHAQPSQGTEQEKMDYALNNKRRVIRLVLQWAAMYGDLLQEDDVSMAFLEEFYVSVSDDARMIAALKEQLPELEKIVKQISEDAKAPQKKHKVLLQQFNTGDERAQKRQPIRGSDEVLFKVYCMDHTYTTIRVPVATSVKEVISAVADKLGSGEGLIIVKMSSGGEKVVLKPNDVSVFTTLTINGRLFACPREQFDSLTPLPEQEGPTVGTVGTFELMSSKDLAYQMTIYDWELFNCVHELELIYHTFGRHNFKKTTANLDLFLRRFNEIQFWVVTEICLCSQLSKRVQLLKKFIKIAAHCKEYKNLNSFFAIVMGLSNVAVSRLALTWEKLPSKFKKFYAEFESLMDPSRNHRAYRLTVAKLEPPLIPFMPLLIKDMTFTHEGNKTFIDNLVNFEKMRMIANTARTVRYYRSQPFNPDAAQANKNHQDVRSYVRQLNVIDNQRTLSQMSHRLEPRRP
#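 Each well held 100 nM EPAC2, 250 nM RAP1B-BODIPY-GDP and 50 uM GDP. Fluorescence, read at 5-min intervals to 30 min, was referenced to a 6.5 mM cAMP positive control.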
# A549 tox: A549 cytotoxicity, counter-screen for Nrf2 inhibitors; A549 ARE-Fluc cells, CellTiter-Fluor viability, 18-24 h; 390,000 tested, 0.16% active; AID 504648; Potency, µM (titrated, usually from 46 µM), inactives show at the highest dose activity change, negative = cytotoxicity, most hits filed as inhibitors; also: potency is read from the fitted curve at half-maximal effect; % is scaled to controls: 0 for no effect and ±100 for the full control effect
#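 A549 ARE-Fluc cells in 5% FBS OPTI-MEM, 5000 cells/well, rested 2 h then exposed to compounds in concentration-response for 18-24 h at 37 °C. Viability by CellTiter-Fluor fluorescence (Ex 405/Em 525) after 30 min; luciferase luminescence (BugLite, 15 min, RT) read afterwards.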
# ATXN2 expr inh: reduces ATXN2 reporter expression in HEK-293 cells; HEK-293 ATXN2-luciferase reporter, luminescence, 24 h; Potency, µM (doses to about 57 µM), inactives show top-dose activity change, negative = inhibition, actives largely listed as inhibitors; 360,000 tested, 0.72% active; AID 1745845; also: potency is read from the fitted curve at half-maximal effect; % is scaled to controls: 0 for no effect and ±100 for the full control effect; nearly all actives have a fitted effect of over 55% in size
#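 qHTS (up to 57 uM final) was run with 24 h compound exposure of reporter cells at 37 °C. Each well was multiplexed: SteadyGlo luminescence measured ATXN2-luciferase expression after a fluorogenic Gly-Phe-AFC viability readout (25 uM final).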
# HepG2 viability: counter-screen for TGF-b inhibitors: cytotoxicity in HepG2 cells; HepG2 CAGA-GFP viability, ATP luminescence, 18 h; Potency, µM (highest dose often 46.1 µM), for the others: top-dose activity change, negative = cytotoxicity, hits mostly cytotoxic; 410,000 tested, 0.76% active; also: potency is read from the fitted curve at half-maximal effect; some results filed as inactive show a strong effect at the top dose
#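 HepG2 CAGA-GFP cells (1000/well, DMEM with 1% FBS) received compound, then TGF-beta at 500 pg/mL final, and were incubated 18 hours at 37 degrees C. Viability was read by CellTiter-Glo luminescence. Media-only wells were set as complete cell-killing and DMSO as no toxicity.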
# IL-2 act: activates IL-2 in a cell-based reporter assay; IL-2 activation reporter assay, cell-based qHTS; stimulated with anti-CD3/CD4/CD28 beads; in transgenic mouse T cells; activation, % (series mostly up to about 46 µM); 360,000 tested, 0.065% active; AID 652025; in the data active = activation above about 50%; inconclusive = mostly about 30% to 49%; also: 0% is about no effect
#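 Readout: EGFP and DsRed signals by fluorescent plate cytometry. Unstimulated transgenic mouse T cells received compound 60 min before antibody-bead stimulation, then incubated 18 h at 37 degrees C.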
# ATXN viability: reduces viability in counter-screen for ATXN expression inhibitors. S2 cells (HEK-293 line with an ATXN2-luciferase reporter) viability, CellTiter-Fluor protease fluorescence, 24 h. Potency, µM (doses to about 56.7 µM), hits mostly cytotoxic. 400,000 tested, 0.49% active; also: potency is read from the fitted curve at half-maximal effect; nearly all actives have a fitted effect of over 40% in size
# Nrf2 activator: Nrf2 pathway activation. AREc32 ARE-luciferase reporter (MCF7-derived line), luminescence, 24 h. Potency, µM (doses to about 46.1 µM), inactives show at the highest dose activation, actives largely listed as activators. 410,000 tested, 0.31% active; also: potency is read from the fitted curve at half-maximal effect; % of control where 0% means no effect; nearly all actives have a fitted effect of over 65% in size
#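 Quantitative high-throughput format: AREc32 reporter cells, 1000 per well, received compound by pin transfer and were incubated 24 hr at 37 deg C, 5% CO2, before Steady-Glo luminescence detection.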
# Nrf2 inh: inhibitors of Nrf2 signaling | A549 ARE-Fluc reporter, luciferase luminescence, 18-24 h | Potency, µM (highest dose often 46 µM), for inactives: at the top dose activity change, negative = inhibition, actives largely listed as inhibitors | 360,000 tested, 2.1% active | AID 504444; also: potency is read from the fitted curve at half-maximal effect; % is scaled to controls: 0 for no effect and ±100 for the full control effect; nearly all actives have a fitted effect of over 60% in size
#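 Nrf2 activity is the BugLite luminescence, read 15 min after reagent at room temperature, following CellTiter-Fluor cytotoxicity readout (30 min, 37C). Compound titrations were applied for 18-24 h to 5000 A549 ARE_Fluc cells/well in 5% FBS OPTI-MEM.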
# TGFb SMAD3 inh: inhibitors of TGF-b signaling | AID 588855 | Potency, µM (titrated, usually from 46.1 µM), for inactives: top-dose activity, negative = inhibition, most hits filed as inhibitors | HepG2 CAGA-GFP TGF-b/SMAD3 reporter, GFP fluorescence, 18 h; TGF-beta stimulated, 500 pg/mL final | 410,000 tested, 1.2% active; also: potency is read from the fitted curve at half-maximal effect; % is scaled to controls: 0 for no effect and ±100 for the full control effect; nearly all actives have a fitted effect of over 65% in size
#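 Per well, imaged GFP fluorescence of HEPG2 CAGA-GFP cells gives the signal; cells get compound, then TGF-beta (500 pg/mL final), 18 h at 37 degrees C; %Activity versus -TGF-beta and +DMSO controls.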
# * hit, by the source's call; i = inactive; ? = inconclusive; / = no result given; & = joins results of further samples; [ ] = remark or other dose. Unless noted, calls follow the shape of the dose curve; as a rule, active = well fitted curve in the direction sought with a large enough effect; inconclusive = small, poorly fitted or top-dose-only effect, or another doubt; inactive = no such curve, though single readings can be large; an effect the other way counts as inactive or inconclusive.
SMILES,EPAC2 ag,A549 tox,ATXN2 expr inh,HepG2 viability,IL-2 act,ATXN viability,Nrf2 activator,Nrf2 inh,TGFb SMAD3 inh
O=C(c1ccc(CS(=O)(=O)c2c(Cl)cccc2Cl)o1)N1CCN(c2ccccc2)CC1,/,7%,?,-30%,/,i,5.3%,?,-25%
Cc1c(NC(=O)CN2C(=O)c3ccccc3C2=O)c(=O)n(-c2ccccc2)n1C,5%,-3%,4%,1%,0.2,i,-0.2%,7%,?
CN(Cc1ccccc1)S(=O)(=O)c1cc(Br)cc2c1N(C(=O)C1CC1)CC2,/,2%,-18%,-7%,/,?,0.3%,6%[9.27 µM],-25%
CS(=O)(=O)N1CCCC(C(=O)Nc2ccc(Br)cc2F)C1 (stereo not drawn),-1%,-1%,-4%,11%,-0.1,i,0.2%,-9%,14%
Cc1c(N=Cc2ccc(O)c(Br)c2)cccc1[N+](=O)[O-],-7%,0%,4%,-3%,-0.5,i,0.8%,3%,-17%
COc1ccc(NC(=S)c2ccc(N(C)C)cc2)cc1,-15%,0%,37%[activator],1%,-0.3,?,0.5%[9.22 µM],1%,-2%
O=C(Nc1ccc2c(c1)OCCO2)c1ccc2ccccc2n1,6%,-10%,63%[activator],11%,-6.3,i,7.9µM*,?,0%
O=C1S/C(=C\c2ccc(O)c([N+](=O)[O-])c2)C(=O)N1Cc1cccc([N+](=O)[O-])c1,-2%,?,-17%,1%,1.5,i,2.3%,?,?
COc1ccc2nc(SCC(=O)Nc3ccccc3)[nH]c2c1,0%,-1%,5%,1%,-2.4,i,1.8%,16%,17%
Cc1ccccc1C(=O)NCC(=O)OCC(=O)NC(C)C1CC2CCC1C2 (stereo not drawn),1%,7%,-9%,-14%,-0.2,i,0.3%,6%,-10%
CN(C)C(CNC(=O)c1cccs1)c1cccnc1 (stereo not drawn),1%,-1%,12%,5%,-3.2,i,4.8%,4%,-2%
O=C(c1cc2cc(Br)cc(Br)c2oc1=O)N1CCOCC1,10%,-1%,5%,4%,-1.9,i,0.5%,8%,5%
Cc1ccccc1-n1c(SCC(=O)Nc2ccccc2)nc2nc3c(cc2c1=O)CCCC3,8%,-16%,-1%,2%,1.3,?,0.4%,?,?
COc1cc(OC)c(N(C)C(=O)c2cc3c(=O)oc4ccccc4c3s2)cc1Cl,/,4%,-4%,-20%,/,i,-0.1%,?,?
COc1ccc(OC)c(-n2c(=S)[nH]c3c(sc(=S)n3-c3ccccc3C)c2=O)c1,9%,1%,-15%,2%,0.1,i,-0.2%,-9%,3%
COc1ccccc1CCC(=O)OCC(=O)Nc1c(C)nn(-c2ccccc2)c1C,2%,1%,5%,-5%,0.4,i,-0.5%,-1%,-7%
CCN(CC)S(=O)(=O)c1ccc(N2CCCCC2)c(C(=O)Nc2ccccc2N2CCOCC2)c1,4%,-23%,-3%,-3%,0.6,?,-0.1%,?,0%
Cc1cc(C(F)F)nn1CC(=O)Nc1cc([N+](=O)[O-])ccc1F,-3%,-14%,1%,-11%,1.0,i,2.7%,-10%,-3%
CCc1sc(C(=O)N2CCN(S(C)(=O)=O)CC2)cc1Br,0%,-5%,-7%,-14%,-0.7,i,-0.3%,-9%,-7%
CCOc1ccccc1NC(=O)CSc1nc2c(c(=O)n1C)SC(C)C2 (stereo not drawn),3%,1%,-24%,-18%,-4.3,?,9.5%,?,-2%
COc1cc(OC)c(/C=N/n2c(C3CCCCC3)n[nH]c2=S)c(OC)c1,-4%,-1%,-3%,-14%,-6.0,i,-0.6%,-7%,-13%
Cc1cccc(NCc2ccc(O)c3ncccc23)c1,0%,-24%,-21%,-26%,-0.4,i,3.0%,?,?
CCNC(=S)N/N=C/c1ccco1,4%,-6%,4%,-7%,0.5,i,23%,0%,0%
Cc1cccc(-n2ncc3c2CCCC3NC(=O)C2CCOCC2)c1C (stereo not drawn),3%,4%,-17%,-23%,1.5,i,2.5%,?,-3%
CCOC(=O)Cn1nc(C)c(NC(=O)COc2ccc(Cl)cc2C)c1C,/,-2%,-26%,-58%,/,i,3.6%,23µM*,?

# Brought forward from above: seven entries, followed by the next part.
SMILES,EPAC2 ag,A549 tox,ATXN2 expr inh,HepG2 viability,IL-2 act,ATXN viability,Nrf2 activator,Nrf2 inh,TGFb SMAD3 inh
CCc1sc(C(=O)N2CCN(S(C)(=O)=O)CC2)cc1Br,0%,-5%,-7%,-14%,-0.7,i,-0.3%,-9%,-7%
CCOc1ccccc1NC(=O)CSc1nc2c(c(=O)n1C)SC(C)C2 (stereo not drawn),3%,1%,-24%,-18%,-4.3,?,9.5%,?,-2%
COc1cc(OC)c(/C=N/n2c(C3CCCCC3)n[nH]c2=S)c(OC)c1,-4%,-1%,-3%,-14%,-6.0,i,-0.6%,-7%,-13%
Cc1cccc(NCc2ccc(O)c3ncccc23)c1,0%,-24%,-21%,-26%,-0.4,i,3.0%,?,?
CCNC(=S)N/N=C/c1ccco1,4%,-6%,4%,-7%,0.5,i,23%,0%,0%
Cc1cccc(-n2ncc3c2CCCC3NC(=O)C2CCOCC2)c1C (stereo not drawn),3%,4%,-17%,-23%,1.5,i,2.5%,?,-3%
CCOC(=O)Cn1nc(C)c(NC(=O)COc2ccc(Cl)cc2C)c1C,/,-2%,-26%,-58%,/,i,3.6%,23µM*,?
Cc1ccc(-c2cn3cccnc3n2)cc1,2%,-8%,27%,2%,0.3,i,-0.2%,?,1%
FC(F)(F)c1nnc2sc(-c3ccccn3)nn12,0%,-15%,-30%,7%,-0.7,i,-0.7%,-26%,1%
COC(=O)c1c(N)[nH]c(C(=O)c2ccccc2)c1-c1ccc(Br)cc1,6%,/,-13%,/,-0.5,i,0.2%,/,/
CCOc1cccc(-c2nc(C(N)=O)c3[nH]c(=O)n(-c4cccc(Cl)c4)c3n2)c1O,16%,-2%,-15%,-19%,0.2,i,2.7%,9%,-18%
c1coc(-c2nc3ccccc3s2)c1,6%,0%,0%,-16%,-0.3,i,11µM*,?,-1%
O=C(c1cccs1)N(c1ccc(F)cc1)C1C=CS(=O)(=O)C1 (stereo not drawn),3%,0%,-6%,-4%,-2.1,i,-0.1%,-8%,9%
COc1cccc(C(=O)Nc2ccc3nc4n(c(=O)c3c2)CCCCC4)c1,-7%,-2%,4%,-22%&-18%,-2.0,?,8.1%&5.0%,-16%,4%&-29%
O=C(COC(=O)c1ccccc1)NCCCCc1ccccc1,7%,/,/,-30%,0.2,i,-0.9%,/,-1%
O=c1cc2nc(-c3ccccc3)nc(SCCOc3ccc(Cl)cc3)n2[nH]1,/,5%,9%,-2%,/,i,-0.3%,/,?
Cc1cc(-c2nnc(CCC(=O)NCc3ccc(OC(F)(F)F)cc3)o2)no1,-13%,1%,-2%,-3%,-1.1,i,0.2%,5%,-6%
CCc1ccc(OCC(=O)NNC(=O)c2cc(S(=O)(=O)N(C)C)ccc2N2CCCC2)cc1,1%,-1%,-18%,-6%,0.2,i,-0.7%,5%,3%
C=CCn1c(=O)c2ccccc2n2c(SC(C)C(=O)Nc3nc(-c4ccccc4)cs3)nnc12 (stereo not drawn),-2%,-26%,-9%,-16%,-1.8,i,-0.5%,-19%,11%
CC(C)(C)OC(=O)CNC(=O)c1nc[nH]c1C(=O)NCc1ccc(CNC(=O)OC(C)(C)C)cc1,-4%,2%,-17%,-31%,-4.1,i,3.9%,-29%,-30%
Cc1ccc(CONC(=O)c2ccc([N+](=O)[O-])cc2)cc1,3%,2%,19%,-34%,0.6,i,-1.0%,7%,-1%
C/C(=N\NC(=O)CNC(=O)c1cccc(F)c1)c1ccc2ccccc2c1,5%,-4%,-26%,-31%,-3.4,i,0.4%,-4%,-29%
O=C(COc1ccc([N+](=O)[O-])cc1)NNC(=O)c1cccs1,9%,1%,-18%,-26%,-0.6,i,0.2%,-1%,-3%
CC12CCC3(CO)COC(c4ccccc4O1)C2C3 (stereo not drawn),0%,-6%,-1%,-25%,-2.0,i,-0.4%,21%,-3%
COC(=O)c1cc(C(=O)OC)cc(-n2c(C)cc(C(=O)COC(=O)CNS(=O)(=O)c3ccc(C)cc3)c2C)c1,0%,5%,-12%,15%,-3.0,?,-0.2%,-3%,6%

# Just A549 tox and TGFb SMAD3 inh, for 2 of the compounds above:
structure,A549 tox,TGFb SMAD3 inh
C=CCn1c(=O)c2ccccc2n2c(SC(C)C(=O)Nc3nc(-c4ccccc4)cs3)nnc12 (stereo not drawn),-26%,11%
CC(C)(C)OC(=O)CNC(=O)c1nc[nH]c1C(=O)NCc1ccc(CNC(=O)OC(C)(C)C)cc1,2%,-30%

# Source: PubChem BioAssay

# Rows were taken by chance; 4.3% or so of the library scored in one or more.
